# HTRA1 inh – HTRA1 serine protease inhibitors, primary screen, biochemical, fluorescence polarization, HTS; Q92743; recombinant HTRA1, FP-rhodamine activity-based probe; inhibition, % at 5.96 µM; 0.5% of 340,000 active; AID 504803, 2011; in the data active = inhibition above about 36%;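 note: 0% = enzyme with DMSO and 100% = wells lacking enzyme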
# TCR-CD3 inh – inhibitors of human TCR-CD3 interaction, primary screen, biochemical, fluorescence, TAMRA-labeled TCR probe | T-cell receptor (TCR) | inhibition, % at 9.4 µM | 0.37% of 360,000 active; in the data active = inhibition above about 19%;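 note: recombinant mutant TCR 2C K166C tagged with TAMRA read by polarization; 0% = receptor in buffer alone and 100% = receptor with positive control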
# PRMT1 FP inh – PRMT1 methyltransferase inhibitors, primary screen, biochemical, fluorescence polarization; inhibition, % at 2.79 µM; AID 652257, 2013; recombinant PRMT1, activity-based probe fluorescence polarization; 1.3% of 370,000 active;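 active = inhibition above about 21% made by adding two undisclosed values, limit read from the data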
# ABHD4 inh – ABHD4 inhibitors, primary screen, biochemical, fluorescence polarization, mouse; (Lyso)-N-acylphosphatidylethanolamine lipase (Mus musculus), Q8VD66; purified mABHD4, FP-Rh probe fluorescence polarization; inhibition, % at 8.92 µM; 0.54% of 370,000 active;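 active = inhibition exceeding the mean over every tested compound plus 3 SD, cut at about 30% in these data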;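 note: 0% = plate median of compound wells and 100% = S159A mutant with DMSO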
#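 System: mouse ABHD4 enzyme, wild type / Medium: HEPES pH 7.0, NaCl, Pluronic buffer / Reagent: FP-Rh activity-based fluorescent probe / Control set: S159A mutant high control, sample median low control / Detection: fluorescence polarization with parallel and perpendicular emission, 525/598 nm / Schedule: 45 min + 60 min at 25 °C / Compound dosing: 8.92 µM, single dose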
# GC-B act – human GC-B receptor activators, primary screen, HEK293 GC-B cells, cGMP TR-FRET, EC30 CNP | Atrial natriuretic peptide receptor 2 (Homo sapiens), P20594 | 0% at EC30 CNP, 100% saturating CNP | activation, % at 10 µM | 0.11% of 370,000 active;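 active = activation at 10 µM reaching about 35% in either raw or pattern-adjusted values, limit read from the data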
# TDP2 absorb – human TDP2 enzyme inhibitors, primary screen, biochemical, epi absorbance, recombinant enzyme | Tyrosyl-DNA phosphodiesterase 2 (Homo sapiens), O95551 | T5PNP hydrolysis, p-nitrophenol absorbance 415 nm | inhibition, % at 12.8 µM | 0.34% of 370,000 active;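 active = inhibition above the mean of all tested compounds plus 3 SD, set per campaign, cut at about 25% in these data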;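 note: 0% = DMSO with enzyme and 100% = buffer with substrate but no TDP2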
# Target sequence (O95551 whole entry, looked up): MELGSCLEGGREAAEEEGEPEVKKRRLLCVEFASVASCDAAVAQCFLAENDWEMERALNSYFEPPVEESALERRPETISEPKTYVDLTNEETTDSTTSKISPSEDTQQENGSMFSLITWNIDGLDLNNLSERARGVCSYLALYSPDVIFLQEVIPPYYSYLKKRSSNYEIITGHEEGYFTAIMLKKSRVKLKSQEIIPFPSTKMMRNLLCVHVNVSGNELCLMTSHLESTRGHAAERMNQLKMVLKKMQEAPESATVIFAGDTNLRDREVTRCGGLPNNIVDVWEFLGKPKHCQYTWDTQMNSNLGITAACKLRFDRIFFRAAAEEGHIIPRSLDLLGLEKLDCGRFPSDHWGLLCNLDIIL
#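 Assay system: recombinant human TDP2 / Reagent: T5PNP substrate at 5 mM, a TopII-DNA adduct mimic / Measured by: epi absorbance from released p-nitrophenol / Evaluation: % inhibition relative to enzyme-containing and enzyme-free wells / Control set: enzyme-free and DMSO wells / Replicates: each compound tested once, singlicate / Schedule: enzyme reaction with compound for 2 h at 37 °C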
# rCAG binder – binders of r(CAG) RNA repeats, primary screen, biochemical, fluorescence; r(CAG) RNA repeat, TO-PRO-1 dye displacement fluorescence; inhibition, % at 3 µM; 1.3% of 370,000 active; AID 651821, 2012;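 active = inhibition above the plate cutoff, the mean of all test compounds on that plate plus 3 SD, cut at about 35% in these data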;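 note: 0% = DMSO alone and 100% = 100 µM mitoxantrone as full dye displacement; higher means more dye released from RNA so lower well fluorescence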
# MBD2 inh – inhibitors of MBD2 binding to methylated DNA, primary screen, biochemical, TR-FRET, DNA-binding domain, human; 0.31% of 370,000 active; inhibition, % at 4.4 µM; Methyl-CpG-binding domain protein 2 (Homo sapiens), Q9UBB5; MBD2 binding to methylated oligonucleotide; AID 686964, 2013; in the data active = inhibition above about 13%
# LEDGF integ inh – blockers of LEDGF/p75-dependent integrase strand transfer – biochemical, TR-FRET, high throughput, primary screen; TR-FRET IN-LEDGF/p75 DNA integration, Eu/Cy5; inhibition, % at 3.7 µM; 0.64% of 370,000 active; AID 743269, 2014;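 active = inhibition above the screen-wide mean plus 3 SD, cut at about 13% in these data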;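 note: signal is the Cy5 over europium emission ratio at 671 and 618 nm; 0% = plate median of compound wells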
# SIAE primary – human SIAE inhibitors, primary screen, biochemical, fluorescence polarization, FP-Rh probe, 1536-well HTS | SIAE FP-Rh probe binding | inhibition, % at 9.66 µM | 0.69% of 370,000 active | AID 1053197, 2014;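 active = inhibition above a cutoff: mean of compounds within the control limits plus 3 SD of those, cut at about 17% in these data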;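 note: 0% = plate median of compound wells and 100% = probe without SIAE protein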
# Target sequence (Q9HAT2 whole entry, looked up): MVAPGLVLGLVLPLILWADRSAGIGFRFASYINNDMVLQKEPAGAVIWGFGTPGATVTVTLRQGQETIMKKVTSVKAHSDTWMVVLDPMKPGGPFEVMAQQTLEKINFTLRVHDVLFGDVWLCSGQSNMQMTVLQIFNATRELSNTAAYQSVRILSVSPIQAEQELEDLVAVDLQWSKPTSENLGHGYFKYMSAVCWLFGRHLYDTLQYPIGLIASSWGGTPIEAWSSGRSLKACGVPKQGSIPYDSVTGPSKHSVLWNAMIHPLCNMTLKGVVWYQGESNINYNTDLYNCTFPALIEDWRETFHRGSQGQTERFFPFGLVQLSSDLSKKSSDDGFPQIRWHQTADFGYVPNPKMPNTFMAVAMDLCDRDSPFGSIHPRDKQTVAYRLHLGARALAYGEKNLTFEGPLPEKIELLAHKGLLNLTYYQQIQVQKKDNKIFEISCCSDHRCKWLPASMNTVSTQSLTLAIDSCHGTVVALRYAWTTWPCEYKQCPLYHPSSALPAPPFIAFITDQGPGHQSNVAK
# An asterisk follows results filed as active; . = not tested or not shown.
no.	compound	HTRA1 inh	TCR-CD3 inh	PRMT1 FP inh	ABHD4 inh	GC-B act	TDP2 absorb	rCAG binder	MBD2 inh	LEDGF integ inh	SIAE primary
1	COc1cccc(CN2CCNCC2)c1OC	2	4	3	4	0	7	-1	-6	2	-3
2	CC(=O)N(C1=NCCCS1)c1ccc(Cl)cc1	-3	2	3	-2	1	5	-4	1	-2	1
3	Cc1cccc2c1N(N=O)CCC2	3	-1	-3	3	-1	3	3	0	0	-2
4	O=C1NC(=O)C2(CCCC2)C(=O)N1	-1	-3	6	9	2	4	1	8	0	3
5	C#C[C@]1(O)[C@H](O)CC2C3CC[C@H]4C[C@@H](O)CC[C@]4(C)C3CC[C@@]21C (stereo partly drawn)	.	-4	4	-5	-3	6	10	-3	-1	2
6	C#C[C@]1(O)CCC2C3CC=C4C[C@H](O)CC[C@]4(C)C3CC[C@@]21C (stereo partly drawn)	-9	1	-2	3	6	7	-2	-2	-1	-3
7	Clc1ccc(C(Cl)(Cl)Cl)c(Cl)c1	7	9	0	0	0	-2	1	0	3	-7
8	CCCCn1c(O)c(C(CC)=Nc2ccc(OCC)cc2)c(=O)[nH]c1=O	-9	5	2	3	1	3	-2	-1	-2	2
9	COc1ccc(C(c2c(O)c3ccccc3oc2=O)c2c(C)n(C)n(-c3ccccc3)c2=O)cc1 (stereo not drawn)	-1	-2	-3	-7	4	-3	7	-2	5	2
10	COc1ccc2[nH]cc(C(=O)CN(C)C)c2c1	3	6	1	5	5	9	1	0	1	1
11	C/C(=N\NC(=O)c1ccncc1)c1c(O)n(-c2ccccc2)c(=O)[nH]c1=O	.	3	9	12	-7	5	8	-5	-5	-3
12	Cc1ccc(/C=C2/C(=O)NC(=O)N(Cc3ccc(F)cc3)C2=O)o1	.	-7	5	1	14	-3	5	-9	-8	-6
13	CCn1cc(C(=O)N2CCCCC2)c2ccccc21	8	5	-4	3	0	-5	-3	-6	8	7
14	Cc1cc(OCC(=O)NCC2CCC(C(=O)O)CC2)c2c3c(c(=O)oc2c1)CCC3 (stereo not drawn)	-4	-11	2	0	-2	-5	2	3	-4	3
15	O=C(N/N=C/c1c(O)n(CCc2ccc(F)cc2)c(=O)[nH]c1=O)c1ccccc1	.	10	-5	-1	-1	-10	6	-5	4	3
16	O=C(c1cc2nc(-c3ccccc3)cc(-c3ccccc3)n2n1)N1CCC2(CC1)OCCO2	-10	3	-1	2	0	1	-1	-1	1	-5
17	COc1ccc(C(=O)C2CCCN(Cc3cccc(C)n3)C2)c(OC)c1 (stereo not drawn)	2	5	-3	7	-1	-3	-2	2	2	2
18	Nc1nc(SCCC(F)=C(F)F)n[nH]1	-18	-2	-2	3	2	5	-1	-2	-2	0
19	CC(=O)OC1N=C(c2ccccc2Cl)c2cc(Br)ccc2N(C)C1=O (stereo not drawn)	0	7	-1	-3	-11	-2	-5	2	-5	-3
20	CCCCCn1c(=O)c(C(=O)NCCc2ccccc2)c(O)c2ccccc21	0	2	-3	-2	6	10	-1	0	2	-3
21	COc1cccc(-c2sc3ccccc3c2-c2ccc(OCCN3CCOCC3)cc2)c1	-41	8	0	-4	-12	-5	5	4	-1	-1
22	CCOC(=O)[C@@]1(C#N)C(c2ccc(Cl)c(Cl)c2)[C@H](C(N)=O)N2C=C(C(C)=O)C=C[C@H]21 (stereo partly drawn)	-2	4	5	15	0	-8	14	-2	1	-3
23	COCCOC(=O)C1=C(N)Oc2c(c(=O)oc3ccccc23)C1c1ccncc1 (stereo not drawn)	-6	-4	0	-2	3	11	-2	2	2	-4
24	O=C(Cn1nc(-c2ccccc2)ccc1=O)N1CCC2(CC1)OCCO2	2	-4	1	-1	6	5	-8	1	-2	-2

# Look-ups from the entries so far.
# CCCCCn1c(=O)c(C(=O)NCCc2ccccc2)c(O)c2ccccc21 – SIAE primary: -3
# COc1cccc(-c2sc3ccccc3c2-c2ccc(OCCN3CCOCC3)cc2)c1 – HTRA1 inh: -41

# Continuation:
no.	compound	HTRA1 inh	TCR-CD3 inh	PRMT1 FP inh	ABHD4 inh	GC-B act	TDP2 absorb	rCAG binder	MBD2 inh	LEDGF integ inh	SIAE primary
25	CCCCCP(=O)(O)c1ccccc1	2	-6	-1	2	1	16	0	1	-4	9
26	CCN(c1ccc(C(O)(C(=O)OC)C(F)(F)F)cc1)S(=O)(=O)c1ccccc1 (stereo not drawn)	-6	3	0	1	5	-4	-8	4	4	-2
27	COc1ccc(C(c2ccc(OC)cc2)C(Cl)(Cl)Cl)cc1	-9	8	0	-7	1	-4	3	3	-3	-8
28	COc1ccc(/C=N/N=C(/N)N[N+](=O)[O-])c(OC)c1	0	-5	3	-4	-10	2	3	0	4	-2
29	Nc1nonc1C(=O)N/N=C/c1ccc([N+](=O)[O-])o1	10	9	4	8	-2	19	8	-4	2	-1
30	O=c1[nH]c(=S)[nH]c(O)c1N=Nc1cc(S(=O)(=O)Nc2ccc(Cl)cc2)ccc1Cl	0	3	1	14	-10	9	12	0	-2	3
31	COP(=O)(CC(=O)O)c1ccccc1 (stereo not drawn)	4	-5	1	-6	3	2	0	-1	1	0
32	Cc1cccc(C)c1NC1=NCCCS1	1	0	-7	3	0	-3	2	-8	3	2
33	Cc1cc(OC(=O)c2ccco2)c2c3c(c(=O)oc2c1)CCCC3	42*	0	-4	-3	0	4	0	-1	-1	-1
34	Clc1cccc(CNCCc2ccc3c(c2)OCO3)c1	0	-7	1	12	-9	11	1	2	15*	5
35	COc1ccc(OC)c(CN2CCCC(C(=O)c3sccc3C)C2)c1 (stereo not drawn)	-6	-11	6	-13	-11	-10	-10	6	7	-6
36	Nc1ccccc1C(=O)OCCOc1ccccc1	-8	-5	-3	-10	-1	-2	-5	-4	-2	6
37	C[C@]12CCC3C(CC[C@@H]4[C@H]5O[C@H]5CC[C@]34C)C1CC[C@@H]2O (stereo partly drawn)	2	6	-5	-4	2	-14	-1	-4	-2	-1
38	CC(C)n1nnnc1CN1CCN(C)CC1	2	0	-4	2	5	4	2	-1	-1	-1
39	CC(C)C[C@H](NC(=O)[C@@H]1CCCN1C(=O)[C@@H](N)Cc1ccc(O)cc1)C(=O)NCC(N)=O	7	1	-5	4	-2	4	2	-7	6	-6
40	Cc1cccc(N2C(=O)NC(=O)/C(=C\c3ccc4c(c3)CCCN4Cc3ccccc3)C2=O)c1	-25	16	5	-5	11	-1	9	-3	4	-31
41	CC(C)(C)c1ccc(CSc2cnn(C(C)(C)C)c(=O)c2Cl)cc1	-10	-1	0	-1	-5	-10	2	3	-3	-6
42	Cn1c(=O)c2c(nc(N/N=C/c3c(O)n(-c4ccccc4)c(=S)[nH]c3=O)n2C)n(C)c1=O	0	-6	4	13	-5	-4	11	-3	-1	-7
43	COC(=O)C1=C(c2cc3ccccc3o2)C[C@@H]2CC[C@H]1N2C(=O)N1CCCC1	0	5	1	4	2	3	-7	-2	0	0
44	CN1C(=O)C(=Cc2ccc(SC3CCCCC3)o2)C(=O)N(C)C1=O	-10	2	12	2	-2	-1	13	-3	3	-5
45	O=C(O)CCn1cc(C=C2C(=O)NC(=S)NC2=O)c(-c2cccc(Cl)c2)n1	-6	-4	12	-5	-2	2	2	-5	0	-2
46	CN(C(=O)Oc1cccc2cccnc12)c1ccccc1	0	3	0	-5	3	-12	-1	-5	2	0
47	CNC(=O)Oc1ccc2c(c1)C(=O)c1ccccc1CO2	-1	-2	4	9	-2	1	-1	2	1	-1
48	COC(=O)C1=C(c2ccc(F)cc2OCc2ccccc2)C[C@@H]2CC[C@H]1N2C	8	-4	-1	5	-14	2	-8	3	1	-2
49	CC1CCC(C)(NS(=O)(=O)OCC(Cl)(Cl)Cl)CC1 (stereo not drawn)	-16	-2	1	-4	-2	3	-5	-5	-2	-2
50	Cc1cc(=O)[nH]c(SCc2nc3ccccc3c(=O)n2-c2ccccc2C)n1	-8	-6	2	2	0	11	3	-3	0	-4
51	O=c1[nH]c2ccccc2n1C1CCN(C(c2ccccc2OC(F)(F)F)c2nnnn2Cc2ccccc2)CC1 (stereo not drawn)	.	2	6	-18	2	-16	9	-1	-1	-11

# 3 of these compounds, reformatted:
(41) CC(C)(C)c1ccc(CSc2cnn(C(C)(C)C)c(=O)c2Cl)cc1
(42) Cn1c(=O)c2c(nc(N/N=C/c3c(O)n(-c4ccccc4)c(=S)[nH]c3=O)n2C)n(C)c1=O
(43) COC(=O)C1=C(c2cc3ccccc3o2)C[C@@H]2CC[C@H]1N2C(=O)N1CCCC1

compound no. | 41 | 42 | 43
HTRA1 inh | -10 | 0 | 0
TCR-CD3 inh | -1 | -6 | 5
PRMT1 FP inh | 0 | 4 | 1
ABHD4 inh | -1 | 13 | 4
GC-B act | -5 | -5 | 2
TDP2 absorb | -10 | -4 | 3
rCAG binder | 2 | 11 | -7
MBD2 inh | 3 | -3 | -2
LEDGF integ inh | -3 | -1 | 0
SIAE primary | -6 | -7 | 0

# Compound profiles, from the list above.
# Entry for CN1C(=O)C(=Cc2ccc(SC3CCCCC3)o2)C(=O)N(C)C1=O → HTRA1 inh: -10; TCR-CD3 inh: 2; PRMT1 FP inh: 12; ABHD4 inh: 2; GC-B act: -2; TDP2 absorb: -1; rCAG binder: 13; MBD2 inh: -3; LEDGF integ inh: 3; SIAE primary: -5
# Entry for CC1CCC(C)(NS(=O)(=O)OCC(Cl)(Cl)Cl)CC1 (stereo not drawn) → HTRA1 inh: -16; TCR-CD3 inh: -2; PRMT1 FP inh: 1; ABHD4 inh: -4; GC-B act: -2; TDP2 absorb: 3; rCAG binder: -5; MBD2 inh: -5; LEDGF integ inh: -2; SIAE primary: -2

# A portion of the library (hit frequency here may not be typical).
